Compound activity as filed in PubChem BioAssay.
Vif-APOBEC3G blk: blocks the Vif interaction with human APOBEC3G. Q9HC16. HeLa A3G-eYFP + Vif (tagged APOBEC3G with the HIV-1 protein that degrades it), YFP fluorescence, overnight. Potency, µM (titrated, usually from 46.1 µM), without a hit: at the highest dose activity, negative = active, actives largely listed as inhibitors. hit rate 0.076% among 410,000. AID 602310;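 note: potency is the fitted concentration of half-maximal effect; % is set by controls: 0 for no effect and ±100 for the full control effect; nearly all actives have a fitted effect of over 60% in size; hits raise eYFP signal because A3G escapes Vif-driven loss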
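HeLa cells stably expressing Vif and C-terminally eYFP-tagged A3G, seeded overnight at 37 deg C, then exposed to compound by pintool overnight at 37 deg C. Rise in yellow fluorescence (Ex 488/Em 500-530, Acumen) marks blocked Vif-driven A3G degradation.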
mIDH1 inhibitor: blocks human mutant IDH1 R132H enzyme | O75874 | IDH1-R132H enzyme, NADPH consumption, diaphorase/resazurin fluorescence | Potency, µM (titrated, usually from 76.6 µM), without a hit: top-dose activity change, negative = inhibition, usual class: inhibitors | hit rate 0.093% among 390,000 | AID 602179; note: potency is the fitted concentration of half-maximal effect; % is set by controls: 0 for no effect and ±100 for the full control effect; nearly all actives have a fitted effect of over 65% in size
Target sequence (O75874 whole entry R132H, stated change not applied): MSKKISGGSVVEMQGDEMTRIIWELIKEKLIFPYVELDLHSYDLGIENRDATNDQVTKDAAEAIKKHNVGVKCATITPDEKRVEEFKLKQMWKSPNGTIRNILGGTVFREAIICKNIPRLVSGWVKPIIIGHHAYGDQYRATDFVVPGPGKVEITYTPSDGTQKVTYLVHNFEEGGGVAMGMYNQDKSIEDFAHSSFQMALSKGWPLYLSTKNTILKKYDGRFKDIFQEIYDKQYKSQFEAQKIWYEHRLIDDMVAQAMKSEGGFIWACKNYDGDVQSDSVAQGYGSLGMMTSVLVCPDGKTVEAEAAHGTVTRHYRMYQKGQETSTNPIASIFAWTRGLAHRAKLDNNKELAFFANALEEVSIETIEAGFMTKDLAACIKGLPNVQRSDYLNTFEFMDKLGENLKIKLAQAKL
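IDH1-R132H (0.5 ug/mL dispensed) in pH 7.5 Tris buffer was preincubated 30 min with compound, then given a substrate mix of 0.016 mM NADPH and 2 mM alpha-KG for 80 min at room temperature; remaining NADPH was read by diaphorase/resazurin fluorescence.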
Vif-APOBEC3F blk: blocks the Vif interaction with APOBEC3F. Potency, µM (doses to about 46.1 µM), inactives show at the highest dose activity, negative = active. HeLa A3F-eYFP + Vif (tagged APOBEC3F with the HIV-1 protein that degrades it), YFP fluorescence increase. hit rate 0.2% among 390,000; note: potency is the fitted concentration of half-maximal effect; % of control where 0% means no effect; nearly all actives have a fitted effect of over 65% in size
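Fluorescence increase (Ex 488/Em 500-530) after overnight compound treatment at 37 deg C flags inhibition of Vif-driven A3F-eYFP loss in stable HeLa A3F-eYFP/Vif cells seeded overnight beforehand.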
TrxR1 substrate: is turned over as a substrate by rat TrxR1 | O89049 | purified TrxR1 substrate turnover, NADPH consumption readout | Potency, µM (top dose mostly 114 µM), for the others: top-dose activity change, negative = substrate turnover | hit rate 0.01% among 390,000 | AID 588456; note: potency is the fitted concentration of half-maximal effect; % is set by controls: 0 for no effect and ±100 for the full control effect; nearly all actives have a fitted effect of over 50% in size
Target sequence (O89049 whole entry, looked up): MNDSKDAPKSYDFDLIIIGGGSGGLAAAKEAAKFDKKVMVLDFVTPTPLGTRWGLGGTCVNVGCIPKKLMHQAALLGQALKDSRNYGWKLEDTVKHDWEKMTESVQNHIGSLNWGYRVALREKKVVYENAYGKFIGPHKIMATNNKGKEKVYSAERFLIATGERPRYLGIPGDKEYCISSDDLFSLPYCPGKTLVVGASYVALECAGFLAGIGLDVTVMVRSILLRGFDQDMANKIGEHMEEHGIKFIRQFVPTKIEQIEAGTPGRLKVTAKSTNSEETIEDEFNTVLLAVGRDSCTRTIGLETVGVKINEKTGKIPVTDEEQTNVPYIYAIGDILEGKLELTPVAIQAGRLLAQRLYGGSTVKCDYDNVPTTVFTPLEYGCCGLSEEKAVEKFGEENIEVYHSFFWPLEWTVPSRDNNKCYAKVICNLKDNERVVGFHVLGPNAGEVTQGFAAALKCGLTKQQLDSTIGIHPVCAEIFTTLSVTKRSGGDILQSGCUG
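Rat TrxR1, dispensed at 90 nM, was prereduced with 400 uM NADPH (final) for 5 min at ~22 deg C, then incubated with compound 15 min before 400 uM selenite. A first-read NADPH fluorescence drop versus no-compound background flagged substrates.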
Glioma ERSR ind: inducers of ER stress response in human glioma cells; U87-MG GRP78 promoter luciferase reporter, 16 h; Potency, µM, without a hit: top-dose activation, hits mostly activators; hit rate 0.02% among 420,000; AID 602332; note: potency is the fitted concentration of half-maximal effect; series mostly up to about 76 µM; % of control where 0% means no effect; nearly all actives have a fitted effect of over 35% in size
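ERSR induction read as luciferase luminescence (Bright-Glo, 10 min at room temperature) in stably transfected human U87-MG glioma cells exposed to compounds for 16 h, using GRP78 as sensor.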
TrxR1 inh: rat TrxR1 inhibition. recombinant rTrxR1, NADPH fluorescence consumption, selenite substrate. AID 588453. hit rate 1% among 390,000. Potency, µM (titrated, usually from 114 µM), for the others: at the top dose activity change, negative = inhibition, hits mostly inhibitors; note: potency is the fitted concentration of half-maximal effect; % is set by controls: 0 for no effect and ±100 for the full control effect; nearly all actives have a fitted effect of over 65% in size
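Rat TrxR1 (90 nM in the dispensed reagent) was pre-reduced with 400 uM NADPH for 5 min at room temperature, then incubated with compound for 15 min. After 400 uM selenite was added, NADPH fluorescence (Ex 340/Em 450 nm) was followed for 8 min.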
LDHA block: inhibitors of human lactate dehydrogenase A; P00338; purified LDHA, NADH/diaphorase-resazurin fluorescence; hits give low values; activity change, % (values are at about 110 or 230 µM); hit rate 0.15% among 480,000; AID 1347041; in the data active = activity change below about -30%; inconclusive = mostly about -25% to -30%;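 note: plate controls were DMSO wells for no effect and wells without enzyme for full effect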
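Human LDH5 at 2 nM final in Tris HCl pH 7.4 with 0.06 mM NADH and 0.2 mM pyruvate, reacted 5 minutes at room temperature. Remaining NADH coupled via diaphorase/resazurin; resorufin fluorescence read at 0 and 20 minutes, normalized to enzyme-free and DMSO wells.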
RGS4 inhibitor: blocks human RGS4-accelerated GTP hydrolysis; hit rate 0.039% among 390,000; Transcreener GDP fluorescence polarization, RGS4-accelerated GTP hydrolysis; Potency, µM (series often up to 114 µM), for inactives: at the top dose activity change, negative = inhibition, hits mostly inhibitors; P49798; AID 504845; note: potency is the fitted concentration of half-maximal effect; % is set by controls: 0 for no effect and ±100 for the full control effect; nearly all actives have a fitted effect of over 75% in size; some results filed as inactive show a strong effect at the top dose
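MLSMR compounds (23 nl, pin-transferred) preincubated 10 min at room temperature with a 500nM (2x) first reagent, then RGS4 at 900nM (2x) plus Transcreener GDP mix added; fluorescence polarization (620/688 nm) read before and after 90 min at 30 °C.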
USP1 inh: USP1/UAF1 (human) deubiquitinase inhibition | Potency, µM (highest dose often 57.1 µM), without a hit: top-dose activity change, negative = inhibition, hits mostly inhibitors | AID 743255 | hit rate 0.23% among 390,000 | recombinant USP1/UAF1, Ub-Rhodamine cleavage fluorescence; note: potency is the fitted concentration of half-maximal effect; % is set by controls: 0 for no effect and ±100 for the full control effect; nearly all actives have a fitted effect of over 60% in size; inactives centre near -12
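1 nM enzyme complex + cpd, 15 min RT; start with Ub-Rho 150nM final; kinetic fluorescence ex 480/em 540, 6 reads q60 s. Buffer 50mM HEPES pH 7.8, 0.5mM EDTA, 0.1 mg/ml BSA, 1mM TCEP, 0.01% Tween-20.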
An asterisk follows results filed as active; ? = inconclusive; / = not tested or not shown; [ ] = dose if it differs, or a comment. Unless noted, calls come from the whole dose curve; as a rule, active = well fitted curve in the direction sought with a large enough effect; inconclusive = small, poorly fitted or top-dose-only effect, or another doubt; inactive = no such curve, though single readings can be large; an effect the other way counts as inactive or inconclusive.

Assay codes – A = Vif-APOBEC3G blk; B = mIDH1 inhibitor; C = Vif-APOBEC3F blk; D = TrxR1 substrate; E = Glioma ERSR ind; F = TrxR1 inh; G = LDHA block; H = RGS4 inhibitor; I = USP1 inh
1	CCOC(=O)c1sc(=S)sc1SCc1cccc(C(F)(F)F)c1
  A: -4% | B: 0% | C: 2% | D: -9% | E: 1% | F: -8% | G: -1 | H: -5% | I: 4%

2	Cc1ccc(S(=O)(=O)N(C)C)cc1NC(=O)COC(=O)CSc1ccccc1
  A: 0% | B: -6% | C: 3% | D: -1% | E: -2% | F: 1% | G: -8 | H: -14% | I: -12%

3	CCOc1ccc(NC(=O)CN(c2ccc(CC)cc2)S(=O)(=O)c2c(C)noc2C)cc1
  A: 5% | B: 0% | C: 4% | D: -3%[57.1 µM] | E: -2% | F: 2%[57.1 µM] | G: -1 | H: 13% | I: -6%

4	Cc1ccsc1/C=C(\C#N)C(=O)NCCCN1CCOCC1
  A: -1% | B: 1% | C: 1% | D: -2% | E: 3% | F: 13% | G: -1 | H: 1% | I: -23%

5	Cc1ccc(NC(=O)C2CCCN(S(=O)(=O)c3c(C)n[nH]c3C)C2)cc1Cl (stereo not drawn)
  A: 3% | B: -15% | C: -16% | D: -10% | E: -4% | F: -15% | G: -1 | H: 5% | I: 1%

6	O=C(N/N=C/c1ccco1)c1ccc(NC(=O)C2CC2)cc1
  A: -4% | B: 11% | C: -8% | D: -1%[57.1 µM] | E: -3% | F: 13%[57.1 µM] | G: -10 | H: 2% | I: -2%

7	O=C(O)/C(=C\c1ccccc1OC(F)F)Sc1nnc(-c2ccc(F)cc2)o1
  A: -3% | B: 0% | C: -1% | D: -10% | E: -1% | F: -1% | G: 0 | H: 19% | I: -11%

8	CCOC(=O)C(Cc1cc(N)c(Oc2ccc(OC)cc2)c(N)c1)NC(C)=O (stereo not drawn)
  A: 0% | B: -1% | C: 1% | D: 4% | E: -2% | F: 7% | G: 9 | H: ? | I: -21%

9	CCC(C(=O)Nc1ccc(C(C)C)cc1)c1ccccc1 (stereo not drawn)
  A: -5% | B: 7% | C: 7% | D: 7%[57.1 µM] | E: -2% | F: 10%[57.1 µM] | G: -5 | H: -19% | I: -10%

10	O=C(Oc1cncc(Cl)c1)c1ccco1
  A: -7% | B: 7% | C: / | D: 5% | E: 6% | F: ? | G: -5 | H: -4% | I: -20%

11	O=C(CN1CCCCCCC1)Nc1cc(Cl)cc(Cl)c1
  A: 5% | B: 8% | C: -5% | D: 6% | E: 0% | F: 11% | G: 2 | H: -22% | I: -19%

12	COc1ccc(CNCCCC(=O)Nc2c(Cl)ccc(C)c2Cl)cc1OC
  A: -1% | B: 8% | C: -1% | D: 5%[57.1 µM] | E: -1% | F: 19%[57.1 µM] | G: -23 | H: 1% | I: -1%

13	C=CCC(C(=O)NC(C)c1ccccc1)C(=O)NC(C)c1ccccc1 (stereo not drawn)
  A: 1% | B: 5% | C: 10% | D: 0% | E: -2% | F: 16% | G: -4 | H: -33%[56.9 µM] | I: -16%

14	COC(=O)c1cscc1NC(C)=O
  A: 0% | B: 5% | C: 0% | D: 10%[57.1 µM] | E: -1% | F: 10%[57.1 µM] | G: -3 | H: -4% | I: -14%

15	CCCCCCCCOc1ccc(C2CC(=O)NC2=O)cc1 (stereo not drawn)
  A: 0% | B: -3% | C: 11% | D: -15% | E: 1% | F: 39%[2.29 µM] | G: 2 | H: -15% | I: -18%

16	Cc1ccc(C(=O)OCC(=O)NCCc2ccccc2)cc1C
  A: -1% | B: -2% | C: -9% | D: 0% | E: -1% | F: 8% | G: -4 | H: 1% | I: -9%

17	Cc1ccc(/C=N/NC(=O)c2ccccn2)s1
  A: 0% | B: 4% | C: -3% | D: -12% | E: -11% | F: -3% | G: -4 | H: -20% | I: -16%

18	CCOC(=O)C1=C(O)C(=O)N(C2CCCCC2)C1
  A: 1% | B: -2% | C: 3% | D: 3%[57.1 µM] | E: -5% | F: -4% | G: -5 | H: 9% | I: 0%

19	O=C(c1ccc(F)cc1Cl)N1CCN(CCc2ccccc2)CC1
  A: -10% | B: 5% | C: 1% | D: 3% | E: -2% | F: -3% | G: 1 | H: -13% | I: -17%

20	COc1cccc(CN(C)C(=O)C2CCCN(C(=O)c3ccc(Cl)cc3)C2)c1 (stereo not drawn)
  A: -4% | B: 3% | C: 4% | D: / | E: -2% | F: / | G: -1 | H: / | I: -23%

21	CCn1nnc2cc(C(=O)OCC(=O)N(C)Cc3cccc(F)c3)ccc21
  A: -13% | B: -8% | C: -2% | D: 9% | E: -1% | F: 25% | G: 1 | H: 9% | I: -20%

22	O=C1CC(C(=O)Nc2cccc(Cl)c2)n2ncnc2N1 (stereo not drawn)
  A: 1% | B: 21% | C: 2% | D: -3%[11.4 µM] | E: 4% | F: 0%[11.4 µM] | G: -3 | H: -1% | I: -19%

23	Cn1cccc1Cc1nnc(SCC(=O)Nc2nccs2)n1CCc1ccccc1
  A: -7% | B: 8% | C: 0% | D: -9%[57.1 µM] | E: -4% | F: 2%[57.1 µM] | G: 2 | H: -28% | I: -16%

24	COc1ccc(NC(=O)CN2CCN(S(=O)(=O)c3ccc(Br)cc3)CC2)c(OC)c1
  A: 3% | B: -6% | C: 4% | D: -3% | E: -4% | F: 15% | G: -3 | H: 22% | I: -17%

25	O=C(NCC1CCCO1)c1cc(S(=O)(=O)Nc2ccc(Br)cc2)ccc1Cl (stereo not drawn)
  A: -5% | B: 0% | C: -4% | D: 10%[0.0914 µM] | E: -4% | F: 5% | G: -1 | H: -3% | I: -6%

26	COc1ccc(/C=C/c2nc(C#N)c(N3CCCCCC3)o2)cc1OC
  A: 4% | B: 5% | C: 5% | D: 164%[activator] | E: -1% | F: 55%[activator] | G: 1 | H: -1% | I: 7%

27	CN(CC(=O)NCc1ccccc1F)S(=O)(=O)c1ccc(Cl)cc1
  A: 0% | B: 5% | C: -15% | D: -1% | E: -4% | F: 5% | G: -5 | H: -5% | I: 5%

Given with values under each structure: part of the list above
The line under a structure holds: Vif-APOBEC3G blk	mIDH1 inhibitor	Vif-APOBEC3F blk	TrxR1 substrate	Glioma ERSR ind	TrxR1 inh	LDHA block	RGS4 inhibitor	USP1 inh
14: COC(=O)c1cscc1NC(C)=O
→ 0%	5%	0%	10%[57.1 µM]	-1%	10%[57.1 µM]	-3	-4%	-14%
15: CCCCCCCCOc1ccc(C2CC(=O)NC2=O)cc1 (stereo not drawn)
→ 0%	-3%	11%	-15%	1%	39%[2.29 µM]	2	-15%	-18%
16: Cc1ccc(C(=O)OCC(=O)NCCc2ccccc2)cc1C
→ -1%	-2%	-9%	0%	-1%	8%	-4	1%	-9%

An excerpt from above in order of their number in TrxR1 inh, falling.
#	SMILES	TrxR1 inh
21	CCn1nnc2cc(C(=O)OCC(=O)N(C)Cc3cccc(F)c3)ccc21	25%
13	C=CCC(C(=O)NC(C)c1ccccc1)C(=O)NC(C)c1ccccc1 (stereo not drawn)	16%
2	Cc1ccc(S(=O)(=O)N(C)C)cc1NC(=O)COC(=O)CSc1ccccc1	1%
7	O=C(O)/C(=C\c1ccccc1OC(F)F)Sc1nnc(-c2ccc(F)cc2)o1	-1%
17	Cc1ccc(/C=N/NC(=O)c2ccccn2)s1	-3%
1	CCOC(=O)c1sc(=S)sc1SCc1cccc(C(F)(F)F)c1	-8%

Some of the compounds tested (hit frequency here may not be typical).
